Screening data (PubChem BioAssay)
TTR transcr act = activators of transthyretin transcription; SH-SY5Y TTR promoter Gaussia luciferase, luminescence; 100% = recombinant luciferase protein wells; activation, % at 16.7 µM; 92,000 compounds, 1.3% hits;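 active means activation above the mean of all tested compounds plus 3 SD, cut at about 9.5% in these data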;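 further: cells exposed to compounds for one day before reading; 0% = median of all test compound wells on the plate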
* hit, by the source's call. This is a subset. The share of hits here may be higher or lower than overall.

Molecule	TTR transcr act
COC(=O)c1ccccc1NC(=O)CCNC(=O)Cn1cnc2ccccc2c1=O	-0.3
CC(=O)c1sc2nsc(SCCN3CCCCC3)c2c1N	2.6
CCc1nc2ccc(C(=O)NCc3cccs3)cn2c1N(CC)CCN(C)C	-2.0
O=C(C[C@H]1C/C=C\CC[C@@H](Cc2ccc(F)cc2)C(=O)O[C@@H](c2ccccc2)CNC1=O)N[C@@H](CO)Cc1ccccc1	8.3
COC(=O)[C@]12C[C@H](CC(=O)NCc3ccc(C)o3)C(=O)N(Cc3ccco3)C1=C[C@H](COCc1ccccc1)O[C@@H]2C	0.7
CC(NC(=O)c1cn(C(C)c2ccccc2F)nn1)c1ccncc1 (stereo not drawn)	2.4
CCc1ccc(CN/C=C/C(=O)c2ccc(Br)cc2)cc1	4.5
CCOc1cc(S(=O)(=O)Nc2cc(C)cc(C)c2)ccc1Cl	2.5
CCC(CC)C(=O)OCC(=O)C1(O)CCC2C3CCC4=CC(=O)CCC4(C)C3C(O)CC21C (stereo not drawn)	-3.0
CSc1nnc(SCC(=O)N(C)c2c(N)n(Cc3ccccc3)c(=O)[nH]c2=O)s1	-1.2
CCOc1ccc(NCC2CCOC(C)(C)C2)cc1 (stereo not drawn)	-3.9
O=S(=O)(c1ccc(SCCO)nc1)N1CCOCC1	1.0
Cc1ccccc1NC(=O)Cn1nc(-c2ccc(Cl)s2)ccc1=O	1.9
Cc1c(Cl)cccc1N=C1NC(=O)CS1	1.2
CCC(C)CCCCNC1=NCCS1 (stereo not drawn)	-1.4
Cc1cccc(CN2CCN(C3CN(CCc4ccccc4)S(=O)(=O)C3)CC2)c1 (stereo not drawn)	3.0
COCCNC(=O)/C(C#N)=C/C=C/c1ccccc1[N+](=O)[O-]	-1.1
Cc1ccc(/C=C/C(=O)Nc2nn[nH]n2)o1	-1.3
C[C@@H]1CN([C@@H](C)CO)C(=O)CCCn2nncc2CO[C@H]1CN(C)Cc1ccc(C(F)(F)F)cc1	1.5
CCOC(=O)c1cccnc1SCC(=O)N(CC)c1cccc(C)c1	-1.4

Next part.
Molecule	TTR transcr act
O=C(NC1CCCCCC1)C(=O)NC1CC1	-1.1
CC1(c2nnnn2-c2ccc3c(c2)OCCO3)CSCC(=O)N1CCc1c[nH]c2ccccc12 (stereo not drawn)	-0.5
CCOC(=O)c1ccc(N/C=C/C(=O)C(C)(C)C)cc1	-1.0
CC(C)(C)NC(=O)CSc1nncn1NCc1ccccc1	-0.4
Nc1cc(Cl)ccc1C(=O)OCC(=O)NC1CCS(=O)(=O)C1 (stereo not drawn)	1.0
CCOc1cc(N2CCOCC2)c(OCC)cc1NC(=O)c1ccc(S(=O)(=O)N2CC(C)OC(C)C2)cc1 (stereo not drawn)	2.2
Cc1ccc(SCc2c(C(=O)N/N=C/c3cccnc3)nnn2-c2nonc2N)cc1	-2.4
O=C(CN(C1CCCCC1)S(=O)(=O)c1ccc(Br)cc1)NCc1cccnc1	2.7
Cc1cc(=O)oc(C)c1C(=O)NCCCN1CCN(c2ccccc2F)CC1	-0.1
CC1(c2ccccc2)NC(=O)N(CC(=O)Nc2ccccc2C(=O)NC2CC2)C1=O (stereo not drawn)	-0.5
O=C(CNC(=O)c1ccccc1)NCC(=O)OCC(=O)c1ccccc1Cl	1.6
CN1CCC(N(C)C(=O)/C(C#N)=C/c2ccc(OC(F)F)cc2)CC1	-0.3
Oc1ccccc1NCC(O)Cn1ccc2ccccc21 (stereo not drawn)	11*
O=C(CNC(=O)c1ccco1)OCC(=O)c1ccc(Cl)cc1	0.9
O=C1NC(=Nc2ccccc2)S/C1=C\C=C\c1ccco1	-0.6
COc1ccc(CNC(=O)c2cnc3scc(C)n3c2=O)cc1	-1.5
O=C(CCc1n[nH]c(=O)[nH]c1=O)N1CCCCC1	0.6
CCCn1nc(NS(=O)(=O)c2cccc3nonc23)c2cc3ccccc3nc21	-1.6
COC(=O)c1sccc1NC(=O)c1cc(-c2ccc(C)cc2C)nc2ccccc12	-0.8
Cc1ccccc1NC(=O)NCCc1nc2ccccc2[nH]1	0.4

Remaining list, next part:
Molecule	TTR transcr act
COc1ccc(C(C(=O)NC2CCCC2)N(C(=O)c2csnn2)C2CCCC2)cc1 (stereo not drawn)	-2.6
O=C(CCC(=O)N1CCN(S(=O)(=O)c2ccc3ccccc3c2)CC1)NCC(F)(F)F	1.7
Cc1cc2cc(C)c(NCCNC(=O)c3cccc(F)c3)nc2cc1C	1.0
Cc1cc(C)n(-c2nc(NCCCN(C)C)c3c4c(sc3n2)CCCC4)n1	1.3
CNc1ccccc1C(=O)OCC(=O)N1CCN(c2ccc(OC)cc2)CC1	-0.3
CNC(=S)N(Cc1ccc2c(c1)OCO2)C1CC(=O)N(c2ccc(F)cc2)C1=O (stereo not drawn)	-2.9
O=C(CNC(=S)N(Cc1ccccc1)Cc1cccnc1)NC1CC1	5.4
O=C(Nc1ccccc1C(=O)NC1CCCC1)NC1CCCC1	1.9
O=C(O)C(Cc1cccs1)c1cccs1 (stereo not drawn)	-0.1
NC(=O)Cn1c(=O)oc2ccccc21	0.6
COC(=O)Nc1nn(Cc2ccccc2F)cc1Br	-0.8
O=C(CCNC(=O)c1ccco1)Nc1ccc(C(F)(F)F)cc1	0.7
O=[N+]([O-])c1ccc(Nc2nc(NCCO)nc(N3CCCC3)n2)cc1	-1.3
CN(C)CCN(C(=O)c1ccc(N2C(=O)CCC2=O)cc1)c1nc2cc3c(cc2s1)OCCO3	-0.5
CSc1nc(NS(=O)(=O)c2ccc(F)cc2F)nn1C	2.6
Cc1noc(NS(=O)(=O)c2ccc(NC(=O)c3cc(=O)c4ccccc4o3)cc2)c1C	0.6
COc1ccccc1-c1nnc(SC(C(=O)c2c[nH]c3ccccc23)c2ccccc2)n1C (stereo not drawn)	1.5
O=C(Cc1ccc(F)cc1)Nc1nnc(SCC(=O)NC2CCCC2)s1	-0.5
CNc1oc(-c2ccc(C)cc2)nc1P(=O)(c1ccccc1)c1ccccc1	-0.6
CCSc1nc2sc3c(c2c(=O)[nH]1)CCc1ccccc1-3	0.4

(list continues)
Molecule	TTR transcr act
O=C1N[C@@H](Cc2c[nH]c3ccccc23)C(=O)N[C@H]1Cc1ccccc1	1.4
Cc1cccc(NC(=O)CCn2nc(C)cc2C)c1	8.4
O=[N+]([O-])c1ccc(Sc2ccncn2)c([N+](=O)[O-])c1	-6.6
O=C(COc1ccc(Cl)cc1)OCC(=O)N1CCCCCC1	1.2
Cc1cc(NC(=O)CCC(=O)N(c2ccccc2)C(C(=O)NC2CCCC2)c2cccs2)no1 (stereo not drawn)	2.0
Cc1ccc(-c2c(C(=O)NC(C)C)oc(=O)c3ccccc23)cc1	-1.0
O=C(NC(=S)Nc1ccc(N2CCOCC2)cc1)c1ccc(Cl)cc1	8.5
COc1cccc(C2C(C(=O)Nc3cccnc3)=C(C)Nc3nnnn32)c1OC (stereo not drawn)	1.7
CC1=C(O)C(=O)OC1c1c(Cl)cccc1Cl (stereo not drawn)	4.0
N/C(Cc1ccc(Cl)cc1Cl)=N\OC(=O)c1ccccc1	2.6
COc1ccccc1C(=O)NC(=O)COC(=O)C1CC1C (stereo not drawn)	1.6
Cc1ccc2nc(-c3ccc(NC(=O)C(C)Sc4nncs4)cc3)sc2c1 (stereo not drawn)	-4.1
CC1=NN(c2ccccc2)C(=O)/C1=C/c1cn(C)c2ccccc12	-2.6
Cc1ccc(Cn2nnc3c(=O)n(CC(=O)N4CCCCC4)cnc32)cc1	-0.5
CCOc1ccc(C(=O)Nc2cccc(C(=O)O)c2C)cc1Cl	2.7
CC(C)N1CCC(N2CCN(CCCn3cccn3)CC2CCO)CC1 (stereo not drawn)	0.6
NC(=O)Cn1nc(-c2ccccc2)nc1-c1ccccc1	-0.9
COc1ccc(C(=O)Oc2ccc(/C=N/NC(=O)c3cccnc3)cc2OC)cc1	-3.1
CC(C)Nc1ncnc2c1cnn2-c1ccccc1	0.3
CC(C)Nc1nc(NCCN2CCNC2=O)c2sccc2n1	-1.0

The list continues.
Molecule	TTR transcr act
CCCN1CNc2c(c(=O)[nH]c(=S)n2-c2ccccc2Cl)C1	-0.8
Cc1cccc(OCCCC(=O)Nc2ccc(N3CCCCC3)cc2)c1	2.5
O=C1CCCCCC(=O)[C@H](O)C[C@H](c2ccccc2)O1	1.4
CCOc1ccc(C(=O)NCC(=O)N2CCc3ccccc3C2)cc1OCC	-0.6
CC1Cc2ccccc2N1C(=O)Cn1cc([N+](=O)[O-])ccc1=O (stereo not drawn)	3.1
C/C=C/C=C\C(=O)Nc1cccc(C2=NOC3(C2)C[C@H](C(N)=O)N(C(=O)CC#N)C3)c1 (stereo partly drawn)	2.9
Cc1ccc(C2C3C(=O)N(c4ccccc4)C(=O)C3N3CCCN23)cc1 (stereo not drawn)	-3.8
Cc1cc(C)cc(N(CC(=O)N2CCCCCC2)S(C)(=O)=O)c1	-0.9
O=C(CCN1C(=O)/C(=C/c2ccc(Cl)cc2)SC1=S)NCCCn1ccnc1	-1.7
COc1ccc(S(=O)(=O)N(Cc2cccs2)C2CCCC2)cc1	1.3
Cc1cnc(C(=O)OCC(=O)Nc2cc(S(=O)(=O)N3CCOCC3)ccc2Cl)cn1	2.3
CCOCCCNC(=O)Cn1cnc2c(cnn2-c2ccc(F)cc2)c1=O	-0.8
O=C(O)c1ccccc1CC(CCc1ccccc1)C(=O)O (stereo not drawn)	1.4
S=c1[nH]ncn1/N=C/c1ccccc1	18*
N#Cc1ccc(N2CCc3ccccc3C2)c([N+](=O)[O-])c1	2.7
Cc1ccc(NC(=O)OC2CC3CC2[C@H]2CCCCN2[C@H]3C)cc1 (stereo partly drawn)	0.4
CN(C)c1ccc(/C=C/C(=O)c2ccc(O)cc2)cc1[N+](=O)[O-]	-1.3
CCOC(=O)/C(C#N)=C1\C(=O)N(Cc2ccccc2)c2ccccc21	-3.6
O=S(=O)(Nc1cc(S(=O)(=O)N2CCOCC2)ccc1NCC1CCCO1)c1ccccc1 (stereo not drawn)	1.2
Cc1cc(C(=O)NCc2ccc(S(N)(=O)=O)cc2)c(C)o1	2.4

Seven records drawn at random from those above, as already listed:
Molecule	TTR transcr act
CCOCCCNC(=O)Cn1cnc2c(cnn2-c2ccc(F)cc2)c1=O	-0.8
CCCn1nc(NS(=O)(=O)c2cccc3nonc23)c2cc3ccccc3nc21	-1.6
COCCNC(=O)/C(C#N)=C/C=C/c1ccccc1[N+](=O)[O-]	-1.1
COc1ccccc1C(=O)NC(=O)COC(=O)C1CC1C (stereo not drawn)	1.6
Cc1ccccc1NC(=O)Cn1nc(-c2ccc(Cl)s2)ccc1=O	1.9
Cc1c(Cl)cccc1N=C1NC(=O)CS1	1.2
N#Cc1ccc(N2CCc3ccccc3C2)c([N+](=O)[O-])c1	2.7

Going on with the list:
Molecule	TTR transcr act
COc1ccc(C(O)c2nc(-c3cccc(CO)c3)cs2)cc1 (stereo not drawn)	0.5
O=C(Nc1ccc(OCc2ccccc2)cc1)c1ccccc1	0.3
O=C(COC(=O)C1CCCCC1)Nc1cccc(Br)c1	-0.9
CS(=O)(=O)CCC(C(=O)N1CCOCC1)N1C(=O)c2cc(Cl)c(Cl)cc2C1=O (stereo not drawn)	-0.6
COc1ccc(-c2cc(=O)c3c(C)cc(O)cc3o2)cc1	-2.2
CCCc1cc(N2CCCC(C(=O)Nc3c(OC)cccc3OC)C2)n2ncnc2n1 (stereo not drawn)	-0.6
O=C(CCNC(=O)c1ccccc1)NNC(=O)c1ccccc1Br	-2.1
N/N=C1\CCCc2c1[nH]c1ccc([N+](=O)[O-])cc21	1.7
c1ccc2c(CSc3ncnc4nc[nH]c34)cccc2c1	1.0
OCC(O)C1OCOC(C(O)CO)C1O (stereo not drawn)	1.7
Nc1ccn([C@@H]2O[C@H](C(=O)Nc3ccc(Oc4ccccc4)nc3)[C@@H](O)[C@H]2O)c(=O)n1	-0.3
O=C1NC(NS(=O)(=O)c2ccc(Cl)cc2)(C(F)(F)F)C(=O)N1c1ccccc1 (stereo not drawn)	1.9
O=C(NCc1ccco1)C1CCN(c2ccc(N3CCOCC3)nn2)CC1	3.4
CS(=O)(=O)c1ccc(-c2cccc(NC(=O)COc3ccc(Cl)cc3)c2)nn1	0.2
O=C(CNC(=O)c1ccccc1F)OCC(=O)N1CCCCC1	1.2
CN(C)c1nc(NCc2ccccc2)nc(SCC(=O)Nc2ccccc2Cl)n1	-1.4
Cc1ccccc1C(=O)Oc1ccc(-c2csnn2)cc1	-1.3
Cc1ccc(Cl)cc1N1CCN(CC(O)COC(C)C)CC1 (stereo not drawn)	-1.2
COC(=O)c1nc(NC(=O)c2ccc(Br)cc2)n[nH]1	3.6
CCCc1nc2ccc(Cl)cn2c1Cc1ccc(C)cc1	-1.7

(next part)
Molecule	TTR transcr act
COc1ccccc1N1CCN(C(=O)c2ccc(C(C)(C)C)cc2)CC1	-4.3
CC(C)CC(=O)N(c1nnc(-c2cccnc2)s1)C1CCCC1	-0.8
CCCCC(=O)NC(Nc1nc(C2CC2)cs1)(C(=O)OCC)C(F)(F)F (stereo not drawn)	-0.5
CC(C)(C)N1CC(C(=O)O)CC1=O (stereo not drawn)	-1.5
C[C@H]1[C@@H](N(C)Cc2cccs2)CC[C@@]23CCCN2C(=O)CCC[C@@H]13	-1.6
CCc1ccc(NC(=O)CN2CCc3ccccc3C2)cc1	-0.6

Compounds shown so far containing a CF3 group (five):
Molecule	TTR transcr act
C[C@@H]1CN([C@@H](C)CO)C(=O)CCCn2nncc2CO[C@H]1CN(C)Cc1ccc(C(F)(F)F)cc1	1.5
O=C(CCC(=O)N1CCN(S(=O)(=O)c2ccc3ccccc3c2)CC1)NCC(F)(F)F	1.7
O=C(CCNC(=O)c1ccco1)Nc1ccc(C(F)(F)F)cc1	0.7
O=C1NC(NS(=O)(=O)c2ccc(Cl)cc2)(C(F)(F)F)C(=O)N1c1ccccc1 (stereo not drawn)	1.9
CCCCC(=O)NC(Nc1nc(C2CC2)cs1)(C(=O)OCC)C(F)(F)F (stereo not drawn)	-0.5
